Mtb FBA inh = inhibitors of M. tuberculosis fructose-bisphosphate aldolase. P9WQA3. purified M. tuberculosis FBA, fluorescence read-out. inhibition, % at 1 µM. 360,000 compounds, 2.3% hits. AID 588726; in the data active = inhibition above about 27%;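 also: 0% = vehicle and 100% = reference inhibitor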
Target sequence (P9WQA3 whole entry, looked up): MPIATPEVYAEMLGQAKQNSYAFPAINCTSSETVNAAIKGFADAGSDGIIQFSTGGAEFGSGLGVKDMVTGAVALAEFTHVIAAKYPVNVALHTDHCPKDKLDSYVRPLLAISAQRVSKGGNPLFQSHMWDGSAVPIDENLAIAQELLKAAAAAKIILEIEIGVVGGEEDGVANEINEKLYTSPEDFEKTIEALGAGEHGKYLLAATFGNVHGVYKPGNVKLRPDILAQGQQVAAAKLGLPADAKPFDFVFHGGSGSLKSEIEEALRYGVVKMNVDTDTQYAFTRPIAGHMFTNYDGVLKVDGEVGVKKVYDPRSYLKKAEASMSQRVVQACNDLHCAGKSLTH
GDH-TPI counter = inhibits GDH-TPI coupling enzymes, artifact for Mtb FBA screen; GDH-TPI coupled enzyme counterscreen, NADH absorbance; inhibition, % at 4.8 µM; 360,000 compounds, 1.2% hits;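 also: 0% = DMSO wells and 100% = wells lacking the enzyme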
FadD28 binding = M. tuberculosis FadD28 bisubstrate binding inhibition; FadD28 bisubstrate probe binding, fluorescence polarization; inhibition, % at 12.5 µM; 360,000 compounds, 0.22% hits; in the data active = inhibition above about 8.5%, passing the limit was not always enough; inconclusive = no clear call, values can overlap the other calls
BoNT-F LC inh = blocks Botulinum neurotoxin F light chain protease; Multiplex microsphere protease cleavage assay, flow cytometry; inhibition, % at 10 µM; 360,000 compounds, 0.22% hits; in the data active = inhibition above about 35%, passing the limit was not always enough; inconclusive = no clear call, values can overlap the other calls; also: plate controls were buffer without enzyme for full effect and enzyme alone for no effect
CCHF vOTU inh = CCHFV vOTU protease inhibition; inhibition, % at 11.5 µM; 370,000 compounds, 0.55% hits; Pep-AMC fluorescence; also: 0% = vehicle wells with enzyme and 100% = no enzyme wells
UGM FP inh = Mtb UDP-galactopyranose mutase inhibition; P9WIQ1; purified UGM, fluorescence polarization probe displacement; inhibition, % at 10 µM; 320,000 compounds, 0.06% hits; in the data active = inhibition above about 10%, passing the limit was not always enough; inconclusive = no clear call, values can overlap the other calls
VHR inh abs = DUSP3 (human) phosphatase inhibition. inhibition, % at 13.3 µM. recombinant VHR phosphatase, pNPP absorbance. 290,000 compounds, 0.52% hits; in the data active = inhibition above about 50%; also: some compounds called inactive have numbers as strong as hits
Target sequence (P51452 whole entry, looked up): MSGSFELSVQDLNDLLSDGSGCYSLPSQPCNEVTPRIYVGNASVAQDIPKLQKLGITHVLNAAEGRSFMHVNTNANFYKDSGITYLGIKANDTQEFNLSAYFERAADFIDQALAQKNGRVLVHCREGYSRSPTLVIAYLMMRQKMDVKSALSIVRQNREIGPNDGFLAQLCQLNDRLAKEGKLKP
BioA inh = BioA (M. tuberculosis) enzyme inhibition. purified M. tuberculosis BioA enzyme, plate reader. 360,000 compounds, 0.096% hits. inhibition, % at 9.99 µM; in the data active = inhibition above about 40%; inconclusive = no clear call, values can overlap the other calls
Rv3671c protease = inhibits the M. tuberculosis serine protease Rv3671c | inhibition, % at 5.96 µM | AID 2606 | 320,000 compounds, 0.048% hits | P9WHR9; in the data active = inhibition above about 38%;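 also: extracellular domain of Rv3671c used as enzyme; 0% = enzyme with DMSO and 100% = no enzyme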
Target sequence (P9WHR9 whole entry, looked up, the tested form may be a part): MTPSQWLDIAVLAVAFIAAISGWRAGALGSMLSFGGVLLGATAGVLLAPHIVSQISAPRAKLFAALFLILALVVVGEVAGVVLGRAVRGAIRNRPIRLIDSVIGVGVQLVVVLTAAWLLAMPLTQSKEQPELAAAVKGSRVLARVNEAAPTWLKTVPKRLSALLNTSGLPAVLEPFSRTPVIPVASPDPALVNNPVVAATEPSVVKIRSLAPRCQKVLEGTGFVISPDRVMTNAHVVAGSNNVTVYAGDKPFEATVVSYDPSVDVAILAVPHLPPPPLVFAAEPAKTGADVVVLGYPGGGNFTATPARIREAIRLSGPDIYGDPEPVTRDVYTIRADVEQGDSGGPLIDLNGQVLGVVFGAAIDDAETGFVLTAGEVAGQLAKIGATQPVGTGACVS
MazF activator = activators of E. coli MazEF toxin-antitoxin RNase; P0AE70; FAM/BHQ RNA-DNA oligo cleavage fluorescence, 5 h; activation, % at 20 µM; 350,000 compounds, 0.32% hits; in the data active = activation above about 50%
Target sequence (P0AE70 whole entry, looked up): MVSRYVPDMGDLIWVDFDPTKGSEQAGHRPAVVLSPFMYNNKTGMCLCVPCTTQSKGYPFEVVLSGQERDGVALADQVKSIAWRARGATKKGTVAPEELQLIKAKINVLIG
The depositor's hits bear a star; ? = inconclusive; / = no result given. Rule as the data show it, unless noted: active = inhibition above about 30%; inactive = the rest. The order is random; 4.9% or so of the library scored in one or more.

SMILES	Mtb FBA inh	GDH-TPI counter	FadD28 binding	BoNT-F LC inh	CCHF vOTU inh	UGM FP inh	VHR inh abs	BioA inh	Rv3671c protease	MazF activator
O=C(NCC1CCCO1)c1cc2c(s1)CCC2 (stereo not drawn)	0.8	-0.6	0.6	-2.5	1.2	-1.4	-3.7	/	-1.5	6.0
COc1ccc(NC(=O)CSc2nnc(C(C)C)n2N)cc1	-2.0	-3.0	0.0	3.8	-9.4	0.5	-12.1	-1.6	-1.1	-5.0
CC(=O)N1CCN(CC(=O)Nc2ccccc2C(=O)NCc2ccc(C)cc2)CC1	-0.1	0.7	-1.1	-18.3	2.8	3.5	-26.1	1.4	-2.5	2.4
Cc1cc(S(=O)(=O)NCc2ccc(S(N)(=O)=O)cc2)c(C)s1	0.9	-3.2	-2.5	-1.8	-1.2	-3.4	22.1	/	-4.3	8.3
CCN(CC)CCNc1nc(-n2nc(C)cc2C)nc2sc3c(c12)CC(C)(C)OC3	3.4	-1.9	-1.7	?	-11.5	1.9	21.3	/	-5.1	17.1
Cc1ccc(NC(=O)c2cc(NC(=O)c3ccccc3C(=O)O)ccc2N2CCCCC2)cc1	-5.3	-3.2	-9.5	-8.2	2.0	0.8	21.5	/	1.9	-1.5
COc1ccc2c(C#N)c3ccccn3c2c1	14.5	1.3	-1.8	-2.5	-5.4	0.9	29.8	3.6	-15.8	28.5
COc1cccc(OC)c1OCCN1CCCC1	12.8	4.1	-1.0	3.2	16.6	0.7	-17.9	-2.4	-6.1	-17.6
Cc1c(C(=O)c2ccccc2)c(=O)n(C)c(=O)n1C	-1.6	-1.6	-0.9	-3.4	-8.3	3.6	-6.2	/	-3.7	0.5
O=C(CN1C(=O)c2cccc3cccc(c23)C1=O)N1CCCCC1	31.8*	9.6	-0.5	-7.5	-2.4	0.0	-0.1	/	3.8	0.7
COc1ccc(OC)c(-c2nn(-c3ccccc3)cc2C(=O)N2CCc3ccccc3C2)c1	3.5	-7.7	-3.0	-0.5	7.1	1.3	/	0.0	-3.5	3.6
CC1(C)CC[C@]2(C(=O)O)CC[C@]3(C)C(=CCC4[C@]56CC[C@@](O)(OC5)C(C)(C)C6CC[C@]43C)C2C1 (stereo partly drawn)	-0.7	3.5	-1.4	-4.5	0.9	/	/	3.7	/	/

Single records (already shown). Values in the order: Mtb FBA inh, GDH-TPI counter, FadD28 binding, BoNT-F LC inh, CCHF vOTU inh, UGM FP inh, VHR inh abs, BioA inh, Rv3671c protease, MazF activator
O=C(CN1C(=O)c2cccc3cccc(c23)C1=O)N1CCCCC1 in the list: 31.8*, 9.6, -0.5, -7.5, -2.4, 0.0, -0.1, /, 3.8, 0.7
COc1ccc(NC(=O)CSc2nnc(C(C)C)n2N)cc1 in the list: -2.0, -3.0, 0.0, 3.8, -9.4, 0.5, -12.1, -1.6, -1.1, -5.0
COc1ccc2c(C#N)c3ccccn3c2c1 in the list: 14.5, 1.3, -1.8, -2.5, -5.4, 0.9, 29.8, 3.6, -15.8, 28.5
CC(=O)N1CCN(CC(=O)Nc2ccccc2C(=O)NCc2ccc(C)cc2)CC1 in the list: -0.1, 0.7, -1.1, -18.3, 2.8, 3.5, -26.1, 1.4, -2.5, 2.4

More results
SMILES	Mtb FBA inh	GDH-TPI counter	FadD28 binding	BoNT-F LC inh	CCHF vOTU inh	UGM FP inh	VHR inh abs	BioA inh	Rv3671c protease	MazF activator
CCOC(=O)c1c(NC(=O)CN2CCOCC2)sc(C(=O)NC)c1C	-3.3	14.6	-0.7	-2.7	2.1	2.8	3.0	4.4	-3.0	-2.5
C=CCn1cnc2scc(-c3ccc(C)c(C)c3)c2c1=O	2.0	3.2	-0.1	-2.6	-3.7	-1.8	21.5	/	0.2	-3.7
c1ccc(-c2cn(-c3ccccc3)c3ncnc(N4CCCCC4)c23)cc1	2.0	-3.8	-3.5	-3.5	8.1	1.9	7.2	/	10.5	1.5
Cc1cc(C)nc(SCc2nc(N)nc(-c3ccccc3O)n2)n1	-3.5	6.3	-1.7	2.5	-10.1	-0.8	5.0	1.1	-3.8	6.8
O=[N+]([O-])c1c(NCCO)cc(N2CCN(Cc3ccc4c(c3)OCO4)CC2)c2nonc12	-2.9	7.4	-1.1	-4.8	-6.3	0.1	-4.5	-4.0	-3.8	7.0
CCn1c(-c2ccccc2)csc1=Nc1ccc(O)cc1	-0.1	10.5	2.4	-5.8	13.1	2.7	22.5	/	-10.3	24.5
COC(=O)c1ccc2c(=O)n(NC(C)=O)c(=S)[nH]c2c1	1.4	10.6	-1.2	-4.9	1.0	0.6	-14.9	/	1.3	-3.6
Cc1ccc(-n2ncc3c2CCCC3NC(=O)CSc2ccccn2)cc1C (stereo not drawn)	-0.4	-3.2	-0.6	-2.3	23.3	-0.2	27.9	4.3	1.1	4.5
O=C1C2CCc3ccccc3C2N1c1ccccc1 (stereo not drawn)	5.8	7.6	-1.4	1.8	-1.0	-3.4	/	-0.2	-8.2	5.6
Cn1cccc1/C=N/NC(=O)c1cccnc1	-2.1	47.5*	-0.2	-16.1	-12.9	1.1	8.7	13.8	3.7	4.8
CCOc1ccc(CN2CCC(Cc3ccccc3)CC2)cc1	-1.5	-1.1	-0.8	24.2	-11.2	-1.5	13.6	-0.1	-0.9	14.3
CCOc1ccc(NC(=O)N[C@@H](CCSC)C(=O)OC)cc1	-5.0	3.7	-0.7	3.0	-3.2	3.1	6.2	0.4	6.7	-5.0
Cc1ccccc1CNC(=O)Cc1ccccc1[N+](=O)[O-]	5.0	6.3	-1.4	5.5	7.7	0.5	-4.8	/	-4.1	-8.5
Cc1ccc(C(=O)NCC(=O)OCC(=O)N(CC(C)C)c2c(N)n(Cc3ccccc3)c(=O)[nH]c2=O)cc1	4.4	-1.1	1.3	7.3	-14.7	/	/	/	5.6	-0.2
CCc1nc2ccc(C(=O)N(C)Cc3ccccc3)cn2c1N(C)Cc1ccc(OC)cc1	2.4	3.6	0.9	-13.0	18.9	/	/	2.1	/	/
CCCN1C2CCCC1CC(NC(=O)c1ccccc1F)C2 (stereo not drawn)	-0.7	1.8	-1.2	-6.6	-2.1	1.5	9.1	-2.1	5.0	7.3
CCOC(=O)c1ccc2nc(CCC(=O)N[C@H](C(=O)OC)C(C)C)c(=O)n(CC)c2c1	9.4	8.8	-1.0	-3.5	-6.8	-1.8	18.8	/	-7.3	-1.5
CC(=O)Nc1ccc(C(=O)OCC(=O)NCc2ccccc2)cc1	10.5	-2.2	1.0	-7.2	9.8	2.2	9.0	/	-19.1	8.0
C=C(C)Cn1c(CN(C)Cc2ccccc2)nc2c1c(=O)n(C)c(=O)n2C	-1.1	-12.9	-3.7	5.3	-14.8	0.7	5.8	0.7	1.5	-0.9
O=C(NCc1ccccc1)c1cccnc1Sc1ccccc1	5.9	4.0	1.7	3.8	15.8	-1.2	20.6	-2.4	5.0	-1.1
COc1ccc(S(=O)(=O)Nc2ccc3c(c2)N(C(C)=O)CCC3)cc1OC	2.8	-2.9	-0.6	-17.2	-13.0	3.1	/	-2.4	-10.5	-9.1
O=C(CSc1ncc(-c2ccccc2)[nH]1)Nc1ccccc1	6.3	-0.4	-1.2	-2.4	-3.1	1.9	25.4	1.8	-12.6	-8.3
Cc1nc2ccc(NC(=O)COc3cccc(F)c3)cc2s1	-0.7	-3.5	0.2	38.4*	-7.3	-3.6	5.9	/	-1.9	-1.1
Cc1ccc(-c2c(C(=O)O)c(C(=O)O)c3n2CSC3)cc1	1.2	-2.1	-1.7	12.2	4.1	0.1	/	1.1	-0.1	4.2
COc1ccccc1CNC(=O)C(=O)NCC(c1ccco1)N1CCOCC1 (stereo not drawn)	1.9	9.3	-2.0	-5.9	7.1	1.9	15.2	3.0	-0.8	-1.5
O=c1cc(-c2ccc(O)cc2)oc2c(C3O[C@H](CO)[C@@H](O)[C@H](O)[C@H]3O)c(O)cc(O)c12 (stereo partly drawn)	-0.5	15.0	-2.3	-13.2	10.8	1.3	/	-0.4	1.6	-8.8
Oc1ccccc1N1CCN(C(c2ccccc2)c2ccccc2)CC1	0.0	0.0	-1.6	-5.5	4.1	0.0	25.2	0.9	-2.7	1.8
c1csc(C2C3=C(Nc4ncnn42)c2ccccc2OC3)c1 (stereo not drawn)	16.8	17.3	-0.4	-5.2	-13.7	0.3	17.9	4.4	0.5	2.2
O=C(CCNS(=O)(=O)c1ccccc1F)N1CCN(Cc2ccccc2)CC1	3.7	4.5	1.8	-0.5	3.5	0.4	/	0.1	-7.4	1.9
C=CCOC(=O)/C=C/C(=O)NC(N)=O	1.0	6.0	-3.2	-20.6	11.4	-0.8	6.2	-1.4	-1.4	0.9
CCN(CC)S(=O)(=O)c1ccc(NC2=NS(=O)(=O)c3ccccc32)cc1	-1.7	10.9	-2.0	-1.6	8.3	3.2	35.2	-2.1	-111.6	-0.2
CCN(CC)C(=O)[C@H]1C[C@H](CC(=O)NCc2cccc(C(F)(F)F)c2)C(=O)N2CCc3c([nH]c4cc(CCC(=O)N(C)C)ccc34)[C@]12C	-2.3	-7.3	-0.6	-3.3	17.9	/	/	0.1	/	2.3
CCC(=O)Nc1nc(-c2cc([N+](=O)[O-])cs2)cs1	-0.4	0.3	-1.3	-4.9	9.8	0.4	-5.2	/	-5.1	8.7
CCN(CC)C(=O)c1sc2c(c1C)c(=O)n(-c1ccc(OC)cc1OC)c(=O)n2CC(=O)c1ccccc1	1.2	-5.3	-2.2	-0.8	-4.3	1.1	-1.8	/	-4.4	9.1
CC1(C)C2CC=C(/C=N/NC(=O)c3ccc(Cl)cc3)C1C2 (stereo not drawn)	-2.2	-0.7	-1.5	-1.2	10.6	-4.0	-0.1	/	6.7	-4.7
CC1CCN(CC(=O)Nc2ccccc2-c2ccccc2)CC1	1.0	-3.3	1.3	1.5	-12.3	1.1	0.0	0.3	0.0	6.2
O=S1(=O)CCC(SCc2nc3sccn3c2Br)C1 (stereo not drawn)	0.0	-0.8	-1.3	3.4	-3.4	-2.1	13.9	1.0	3.4	-1.8
CCOC(=O)c1oc2ccc(S(=O)(=O)N3CCC(C)CC3)cc2c1C	-1.0	-3.2	-2.6	-5.5	/	-0.6	3.0	/	-2.2	-7.6
C[n+]1ccccc1COc1ccc(C(C)(C)C)cc1	2.7	3.7	-1.5	-11.7	7.0	2.0	0.5	/	3.7	8.3
O=[N+]([O-])c1ccc2[nH]c(O)c(N=NC3CS(=O)(=O)CC3O)c2c1 (stereo not drawn)	1.6	45.0*	-4.5	-7.5	16.2	-1.8	-14.1	-0.1	2.9	3.7
N#Cc1c(N2CCN(C(=O)c3ccccc3Cl)CC2)nc(-c2ccccc2)c2c1CCCC2	7.3	-2.5	-3.4	-11.4	-16.3	-1.0	10.5	/	-6.9	-19.9
OC(c1ccc(OCc2ccccc2)cc1)c1nnc(-c2ccccc2)o1 (stereo not drawn)	-1.8	-11.8	-5.5	-7.8	-2.5	1.5	0.3	-2.5	-6.7	96.1*
CCc1nnc(NC(=O)CSc2nc3ccc(OC)cc3[nH]2)s1	-2.2	-4.2	-4.1	3.3	6.1	4.3	13.8	/	-4.2	6.4
CC(=O)/C(N=Nc1ccc(-n2ccc(C(F)(F)F)n2)cc1)=C(\C)O	-1.3	35.2*	-1.6	?	-2.2	0.6	-6.5	-2.0	13.1	2.7
CC(=O)c1cccc(NC(=S)NC(=O)c2ccc(Br)cc2)c1	-0.3	21.0	-2.1	-9.1	-14.1	/	1.7	-4.6	-13.1	-15.6
COc1ccccc1CN1CC(C(=O)NCc2ccc(C)c(F)c2)CCC1=O (stereo not drawn)	-0.9	3.0	-0.6	1.8	4.6	0.1	76.4	1.4	-5.9	8.3
O=C(CSc1nc2cccc(F)c2c(=O)n1-c1ccccc1)Nc1ccc2c(c1)CCC2	-1.9	0.0	-2.8	1.7	18.4	/	/	-1.3	/	/
Nc1cccc2c1C(=O)N(CC(=O)NC13CC4CC(CC(C4)C1)C3)C2=O	6.2	5.7	-0.7	-1.9	-30.0	3.0	6.7	/	-7.0	-15.6

Screens as filed in PubChem BioAssay.
